# Epigenetic reg: epigenetic control regulation, reporter derepression | murine LDR cells, GFP reporter derepression, 30 h | Potency, µM (doses to about 53.9 µM), for the others: top-dose GFP activation, usual class: activators | hit rate 0.2% among 280,000 | AID 1865; also: potency is read from the fitted curve at half-maximal effect; % of control where 0% means no effect; nearly all actives have a fitted effect of over 60% in size
#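 Murine LDR cells bearing a silenced CMV-driven GFP reporter were exposed to compound for 30 h at 37 C. After PBS washes, GFP-positive cells (20-120 um objects) counted by laser-scanning microplate cytometry.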
# NPSR antagonist: neuropeptide S receptor (human) antagonism, cAMP | Q6W5P4 | CHO-NPSR cells, cAMP TR-FRET, antagonist mode | Potency, µM (doses to about 38.3 µM), inactives show top-dose activity change, negative = inhibition, usual class: inhibitors | hit rate 1% among 220,000 | AID 1461; also: potency is read from the fitted curve at half-maximal effect; % is scaled to controls: 0 for no effect and ±100 for the full control effect; nearly all actives have a fitted effect of over 50% in size; many of its hits are not listed in these tables
# Target sequence (Q6W5P4 whole entry, looked up): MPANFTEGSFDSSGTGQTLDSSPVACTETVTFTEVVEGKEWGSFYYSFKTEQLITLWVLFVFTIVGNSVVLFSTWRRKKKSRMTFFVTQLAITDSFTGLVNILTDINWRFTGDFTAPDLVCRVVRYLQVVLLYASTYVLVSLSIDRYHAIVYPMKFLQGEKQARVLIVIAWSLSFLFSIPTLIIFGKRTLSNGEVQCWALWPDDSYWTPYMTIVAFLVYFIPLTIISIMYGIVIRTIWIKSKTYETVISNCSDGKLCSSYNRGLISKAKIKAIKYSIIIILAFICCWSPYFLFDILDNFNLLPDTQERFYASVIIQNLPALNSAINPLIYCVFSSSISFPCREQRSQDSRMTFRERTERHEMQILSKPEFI
# IMPase Li cell: cell-permeable IMPase inhibitors with lithium potentiation | CHO-M1 cells, IP1 TR-FRET (IP-One), carbachol + lithium | Potency, µM (series often up to 59.4 µM), for inactives: top-dose activity, negative = IMPase inhibition, usual class: inhibitors | hit rate 0.35% among 210,000 | AID 1457;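 also: IP1 builds up when IMPase is blocked and the TR-FRET signal falls; potency is read from the fitted curve at half-maximal effect; plate controls were basal vehicle for no effect and high inhibitor control for full effect; nearly all actives have a fitted effect of over 50% in size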
#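 CHO cells stably expressing M1 receptor (2000/well) were cultured 16–30 h, then exposed to compounds with a small lithium addition for 30 min at 37C. IP1 was measured by TR-FRET competition; AC50 from Hill fits.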
# KinaseGlo FLuc: blocks Kinase-Glo luciferase, a counter-screen artifact; Potency, µM (highest dose often 38.3 µM), inactives show at the top dose activity change, negative = inhibition, hits mostly inhibitors; hit rate 0.28% among 200,000; Kinase-Glo luciferase, ATP luminescence, 8 min; AID 1379; also: potency is read from the fitted curve at half-maximal effect; % is scaled to controls: 0 for no effect and ±100 for the full control effect; nearly all actives have a fitted effect of over 60% in size
#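 Kinase-Glo luciferase light output from ATP and luciferin was measured with 10 uM ATP, within the enzyme's linear range. Buffer: 50 mM imidazole pH 7.2, 50 mM KCl, 7 mM MgCl2, 0.01% Tween 20, 0.05% BSA; luminescence read after 8 min at ambient temperature.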
# LMNA splice mod: modulators of lamin A splicing. HeLa LMNA splicing GFP/RFP minigene ratio, 48 h. AID 1487. hit rate 0.01% among 200,000. Potency, µM (series often up to 46.1 µM), inactives show at the top dose ratio change, negative = inhibition, most hits filed as inhibitors; active = well fitted inhibition curve with a large enough effect in the signal ratio, with a control signal flat, not every such curve was filed as active; inconclusive = small, poorly fitted or top-dose-only effect, or effect the other way, or a change in a side signal; the % refers to the signal ratio; also: potency is read from the fitted curve at half-maximal effect; % is scaled to controls: 0 for no effect and ±100 for the full control effect
#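 S3 HeLa stable clones carrying a lamin A-EGFP splicing minigene plus DsRed2 were seeded at 600 cells/well in Opti-MEM with 2% FBS, pin-dosed and incubated 48 h at 37°C. Acumen cytometry (488 nm) gave the GFP/RFP total-intensity ratio.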
# aGal spleen mod: inhibits or activates alpha-galactosidase in human spleen homogenate. human spleen homogenate, 4MU-alpha-Gal fluorescence, 40 min. hit rate 0.008% among 240,000. Potency, µM (top dose mostly 80 µM), without a hit: top-dose activity change, negative = inhibition, hits mostly inhibitors. P06280;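 also: potency is read from the fitted curve at half-maximal effect; 0% = enzyme with vehicle and -100% = no enzyme basal signal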
# Target sequence (P06280 32-429 limits assumed): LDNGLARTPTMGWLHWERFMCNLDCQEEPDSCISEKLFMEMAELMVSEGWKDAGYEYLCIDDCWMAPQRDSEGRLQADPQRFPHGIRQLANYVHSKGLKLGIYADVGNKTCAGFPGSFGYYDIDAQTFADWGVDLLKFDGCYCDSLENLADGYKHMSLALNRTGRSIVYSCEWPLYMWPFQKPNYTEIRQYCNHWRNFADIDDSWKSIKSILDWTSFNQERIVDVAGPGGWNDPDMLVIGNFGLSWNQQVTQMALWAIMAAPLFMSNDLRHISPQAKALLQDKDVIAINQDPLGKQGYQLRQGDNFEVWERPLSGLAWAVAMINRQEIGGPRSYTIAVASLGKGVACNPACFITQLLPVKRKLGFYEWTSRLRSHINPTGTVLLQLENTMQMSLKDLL
#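 Inhibition or activation of alpha-galactosidase in human spleen homogenate is scored by 4-MU fluorescence after 40 min at 37C, pH 5.0, with 1 mM substrate. AC50s come from concentration-response fitted to the Hill equation.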
# CBFb-RUNX1 inh: CBF-beta/RUNX1 interaction disruption | Q01196+Q13951 | AlphaScreen CBFb-His/RUNX1-biotin binding, biochemical | Potency, µM (series often up to 59.8 µM), for the others: at the top dose activity, negative = inhibition, most hits filed as inhibitors | 230,000 tested, under 10 active | AID 1477; also: % of control where 0% means no effect
#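 AlphaScreen binding: CBFb-His and RUNX1-biotin (30 nM each) preincubated 20 min, compound added for 15 min, then nickel and streptavidin beads for 90 min, all at room temperature. Disruption of the interaction by any mechanism counts as activity.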
# Active calls of the source: *; u = inconclusive; x = not tested or not shown; [ ] = dose if it differs, or a comment. Unless noted, calls follow the shape of the dose curve; as a rule, active = well fitted curve in the direction sought with a large enough effect; inconclusive = small, poorly fitted or top-dose-only effect, or another doubt; inactive = no such curve, though single readings can be large; an effect the other way counts as inactive or inconclusive.
# Screens in order – Epigenetic reg	NPSR antagonist	IMPase Li cell	KinaseGlo FLuc	LMNA splice mod	aGal spleen mod	CBFb-RUNX1 inh
1) CCC(C)[C@H](NC(=O)[C@@H]1Cc2ccccc2CN1C(=O)OC(C)(C)C)C(=O)NCC1CCC(C(=O)O)CC1 (stereo not given in full)
  0.1%	-3.4%	x	x	x	12.2%	5.0%
2) CN(c1cccc(NS(=O)(=O)c2cccc([N+](=O)[O-])c2)c1)S(C)(=O)=O
  -0.9%[10.1 µM]	5.7%	8.6%	2.5%	-4.3%[46 µM]	2.1%	-2.2%
3) COc1cccc(-c2nc(-c3cccs3)no2)c1
  4.1%	-5.0%	x	x	x	4.1%	24.1%
4) CCCCCCCC(=O)OCCOC(=O)CCCCCCC
  -1.6%	x	-3.2%	0.1%[39.9 µM]	x	-12.2%	-9.8%
5) O=C(Cc1ccc(Cl)cc1)Nc1ncccn1
  -4.3%	-9.9%	-3.1%	-3.7%	u	-1.1%	-4.4%
6) O=C(CCNS(=O)(=O)c1ccc(Cl)cc1)NCc1ccccn1
  -0.9%	-8.5%[46.1 µM]	32.8%[activator][38.3 µM]	0.2%	4.2%	-3.7%	-20.3%
7) O=C(Nc1ccccc1C(=O)NCCN1CCOCC1)c1ccc(Cl)cc1Cl
  -2.0%	-13.1%	5.3%	0.2%	u	-6.9%	-1.9%
8) C=CCN(CC=C)C(=O)C(=O)c1cc(C)n(-c2ccc([N+](=O)[O-])cc2)c1C
  0.0%	-24.6%[46.1 µM]	5.4%[38.3 µM]	-3.8%	-0.1%	4.1%	-7.2%
9) COc1cc(C(=O)OCCc2c(C)nc3nc[nH]n3c2=O)cc(OC)c1OC
  2.5%	22.9%	-6.0%	0.6%	x	5.0%	7.9%
10) CCOc1ccccc1CNC(=O)C1CCN(C(=O)c2sccc2-n2cccc2)CC1
  -0.9%	-20.8%[46.1 µM]	-22.1%[38.3 µM]	-1.3%	u	0.3%	6.5%
11) C=CCn1c(SCC(=O)Nc2sccc2C(N)=O)nc2ccc(Cl)cc2c1=O
  4.4%	u	43.8%[activator][38.3 µM]	1.8%	u	-12.9%	-9.1%
12) CC(=O)N/C(N)=N/c1nc2cc([N+](=O)[O-])ccc2o1
  3.1%	-18.8%	x	x	x	-3.2%	2.9%
13) COCCn1c(SCc2c(F)cccc2Cl)nc2c1c(=O)[nH]c(=O)n2C
  -0.8%	-12.7%[46.1 µM]	19.1%[38.3 µM]	0.7%	u	-0.1%	8.2%
14) CC(=O)c1cc2c(cc1N)OCO2
  -2.3%	-26.3%[46.1 µM]	-2.8%[38.3 µM]	-3.3%	0.7%	-2.2%	6.9%
15) Cc1c(C(=O)OCC(=O)NCc2ccc3c(c2)OCO3)cccc1[N+](=O)[O-]
  -0.9%	10.9%	-6.6%	0.5%	7.1%	-3.7%	-2.8%
16) O=C(Nc1cccs1)OCCN1CCN(Cc2ccccc2)CCC1=O
  0.0%	-15.8%	3.0%	0.0%	u	0.9%	5.8%
17) COc1ccc(C(=O)Oc2cc(N)n(S(=O)(=O)c3ccccc3)n2)cc1
  -0.4%	18.0%	1.1%	-0.7%	x	-0.1%	6.7%
18) O=C(COc1ccc(S(=O)(=O)NC2CCCCC2)cc1)N1CCN(c2cccc(Cl)c2)CC1
  0.0%	-15.7%[46.1 µM]	21.6%[38.3 µM]	-0.5%	u	-0.5%	-2.5%
19) O=c1cc(NCc2ccccc2)nc2ccccn12
  -1.5%	6.7%	-3.2%	-1.2%	-24.5%[46 µM]	-3.3%	8.1%
20) O=C(Nc1cccnc1Oc1ncnc2cc(Cl)ccc12)c1ccc(F)cc1
  -1.1%	4.0%	x	x	x	-7.1%	-3.1%
21) COc1ccc(N2CC(=O)N(c3ccccc3)C2=S)cc1
  -1.0%	17.7%	0.6%	-1.3%	-1.7%	-0.7%	-2.9%
22) S=C(Nc1ccc2nc(-c3ccccn3)c(-c3ccccn3)nc2c1)N1CCCCC1
  0.0%	35.3%	6.5%	-1.4%	x	-2.5%	4.3%
23) CC(=O)c1ccc(N2CCN(C(=S)Nc3cccc(Cl)c3)CC2)cc1
  2.1%	-26.8%	-6.2%	3.6%	u	-6.5%	12.1%
24) Cc1ccc(N(CN2CCCC2=O)C(=O)c2ccc(OC(C)C)cc2)cc1
  0.0%	0.3%[46.1 µM]	-15.9%[38.3 µM]	-2.8%	-2.8%	-2.2%	0.4%
25) Cc1cc(C)c2c(-n3cccc3)c(C(=O)NNS(=O)(=O)c3ccc(Br)cc3)sc2n1
  -1.7%	-21.8%[46.1 µM]	10.9%[38.3 µM]	0.8%	-2.6%	6.4%	-10.9%
26) O=C(CCc1nc(-c2ccccc2)c(-c2ccccc2)o1)OCc1ccc(Cl)cc1
  1.0%	-26.4%[46.1 µM]	5.2%[38.3 µM]	0.5%	8.1%	-2.6%	20.8%
27) Nn1c(SCC(=O)Nc2nccs2)nncc1=O
  -7.7%	12.4%	-1.2%	4.4%	x	1.4%	10.6%
28) COc1ccc(CNC(=O)CCN2C(=O)c3ccncc3C2=O)cc1OC
  -1.5%	11.2%	x	x	x	5.4%	9.4%
29) O=c1nc(-c2ccccc2)c2ccccc2[nH]1
  -1.5%	8.1%[46.1 µM]	-26.8%[38.3 µM]	14.9%	4.3%	-12.8%	-13.0%
30) O=[N+]([O-])c1cccc(-c2nnc3c4ccccc4c4ccccc4n23)c1
  1.0%	6.3%[46.1 µM]	44.1%[activator][38.3 µM]	-4.4%	-3.0%	-1.2%	0.4%
31) Cc1cc(NC(=O)COC(=O)C2CCN(S(=O)(=O)c3cccc(Cl)c3Cl)CC2)no1
  -1.0%	-20.1%[46.1 µM]	32.4%[38.3 µM]	-1.4%	9.9%	2.4%	7.4%
32) CC(=O)c1c(N)nc2n(c1=O)CCCCC2
  -2.9%	6.6%[46.1 µM]	6.5%[38.3 µM]	-8.0%	5.1%	15.3%	2.1%
33) COc1ccccc1N1CCN(C2=Nc3cccc4cccc2c34)CC1
  3.9%	-45.0%	19.6%	-0.5%	-7.6%[9.22 µM]	-3.6%	-15.1%
34) Cc1nc(C(=O)NNC(=O)c2c(-c3c(Cl)cccc3Cl)noc2C)cs1
  4.3%	1.9%	x	x	x	11.9%	10.5%
35) Cc1nn(Cc2ccccc2)c2c1C(c1ccccc1)C(C#N)=C(N)O2 (stereo not given)
  0.0%	-11.4%[46.1 µM]	15.5%	-6.7%	-9.8%	-0.6%	-4.9%
36) Cc1ccc(NC(=O)N2CCN(C/C=C/c3ccccc3)CC2)cc1
  4.0%	-8.6%	16.7%	4.0%	x	8.8%	6.8%
37) CN1C(=O)CC(NNC(=O)c2ccccc2)C1=O (stereo not given)
  -1.2%	8.2%[46.1 µM]	3.1%[38.3 µM]	-1.6%	14.2%	7.9%	5.7%
38) C/C=C\C=C\C(=O)N1CC2(CC(c3cccc(NC(=O)CC(c4ccccc4)c4ccccc4)c3)=NO2)C[C@H]1C(N)=O (stereo not given in full)
  -3.2%	-2.9%	x	x	x	-10.9%	-26.2%
39) Cc1c(NC(=O)C(C)N2C(=O)c3ccccc3C2=O)c(=O)n(-c2ccccc2)n1C (stereo not given)
  -1.3%	-1.8%[46.1 µM]	-1.1%[38.3 µM]	4.5%	5.4%	6.7%	4.1%
40) Cc1c(NC(=S)NC(=O)C2CCCCC2)c(=O)n(-c2ccccc2)n1C
  -0.6%	26.5%	-2.0%	1.4%	-3.9%	-16.6%	-4.7%
41) Cc1cccc(NC(=O)Cn2c(C)c(C#N)c3ccccc32)c1C
  0.0%	0.6%[46.1 µM]	-6.3%[38.3 µM]	-2.7%	u	12.7%	-15.1%
42) COc1ccccc1C(=O)Nc1ccc2c(c1)nc1n2CCN(Cc2ccccc2)C1
  1.1%	-22.9%	7.2%	0.4%	x	-5.2%	u
43) Cc1cccc(-c2nnc(-c3ccccc3)o2)c1
  0.0%	0.5%[46.1 µM]	3.5%[38.3 µM]	-20.4%	2.2%	-4.2%	8.2%
44) COc1cc(OC)c2c(c1)C(=O)OC2OC (stereo not given)
  -1.0%	4.4%	x	x	x	-5.4%	8.9%
45) CC(=O)Nc1nonc1NC(C)=O
  -1.6%	-22.6%[46.1 µM]	-9.5%[38.3 µM]	14.8%	7.2%	-2.9%	9.6%
46) CN/N=C/c1ccc(C#N)cc1
  -5.2%	5.8%	10.8%	0.3%	u	-5.2%	-3.0%
47) O=C(Nc1ccccc1)C1=C[C@H](c2ccc3c(c2)OCO3)C[C@H](OCc2ccc(CO)cc2)O1
  u	54.0%	5.7%	x	x	2.0%	8.3%
48) CNC(=O)c1sc(-c2cccnc2)nc1C
  0.0%	-2.4%[46.1 µM]	-0.2%[38.3 µM]	0.4%	4.6%	7.0%	-1.5%
49) Cc1ccccc1Nc1nc(N)nc(CSc2nnc(-c3ccccc3)n2C)n1
  1.0%	-6.6%[46.1 µM]	x	x	5.6%	8.0%	0.2%
50) COc1ccc(CC(NC(C)=O)C(=O)NC2CCN(C(=O)c3cnccn3)CC2)cc1 (stereo not given)
  0.0%	-5.7%[46.1 µM]	2.7%[38.3 µM]	-2.6%	18.2%	-0.1%	3.7%
51) NC(=S)NC(=O)/C=C/c1ccccc1
  -1.6%	-9.7%	-3.5%	-5.0%	x	-1.1%	0.9%
52) O=C(CNC(=O)c1ccccc1)NC1(C(=O)NC2CCCC2)CCCCC1
  0.0%	-5.8%[46.1 µM]	x	x	-3.7%	7.2%	5.2%
53) O=C(CCc1ccccc1)Nc1nc2c(F)cc(F)cc2s1
  -0.4%	-4.6%	x	x	x	5.1%	11.2%
54) NS(=O)(=O)c1ccc(CCNC(=O)CSc2nc3ccccc3c(=O)n2CCN2CCOCC2)cc1
  -0.6%	2.7%	-9.4%	-3.2%	x	-11.3%	-0.8%
55) C[C@]12CC[C@@H]3c4ccc(O)cc4CC[C@H]3[C@@H]1CC[C@@H]2OC(=O)CCC(=O)O
  -1.5%	-33.1%	7.8%	13.3%	u	-4.5%	-3.9%
56) COc1cc(C(=O)N/N=C/c2sc(=O)n(-c3ccccc3)c2Cl)cc(OC)c1OC
  -3.2%	29.4%	14.4%	3.3%	-24.1%	-1.6%	-9.5%
57) CCN(CC)c1ccc(N2C(=O)CSC2=S)cc1
  0.0%	8.4%	0.3%	-0.2%	6.5%[46 µM]	-0.9%	6.6%

# From PubChem

# Only part of the results is shown. The share of hits here may be higher or lower than overall.
